# NR2E3 ag-1 – inhibitors of NR2E3-RetCOR corepressor binding, primary screen, NR2E3 agonist project, biochemical, TR-FRET, GST-NR2E3, biotin-RetCOR. AID 2300, 2010. 1536-well. Photoreceptor-specific nuclear receptor (Homo sapiens), Q9Y5X4. inhibition of corepressor binding, % at 4.78 µM. 320,000 compounds, 0.12% hits;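 active = percent inhibition above the cutoff of mean plus 3 SD of all tested compounds, set per screening campaign, cut at about 20% in these data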;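 note: 0% = DMSO wells and 100% = biotin wells as full block of FRET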
# Target sequence (Q9Y5X4 whole entry, looked up): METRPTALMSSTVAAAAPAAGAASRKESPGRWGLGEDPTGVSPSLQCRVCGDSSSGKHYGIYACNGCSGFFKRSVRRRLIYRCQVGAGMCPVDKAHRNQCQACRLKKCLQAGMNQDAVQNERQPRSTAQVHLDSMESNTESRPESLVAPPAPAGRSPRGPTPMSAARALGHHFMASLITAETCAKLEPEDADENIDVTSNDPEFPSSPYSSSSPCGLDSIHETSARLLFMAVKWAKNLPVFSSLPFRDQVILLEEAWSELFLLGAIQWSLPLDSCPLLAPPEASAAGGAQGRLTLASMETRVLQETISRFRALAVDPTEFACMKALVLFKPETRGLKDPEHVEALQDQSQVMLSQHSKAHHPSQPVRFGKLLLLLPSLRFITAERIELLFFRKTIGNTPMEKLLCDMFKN
#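 Material – GST-tagged NR2E3 plus biotinylated RetCOR corepressor · Quantity – NR2E3 fusion 1.35 nM · Times – 5 h incubation at 4 °C · Medium – pH 7.5 Tris-based buffer · Technique – TR-FRET, Eu(K)-anti-GST donor, streptavidin-D2 acceptor, ex 340, em 617/671 nm · Benchmarks – high control biotin, low control 0.6% DMSO · Format – 1536-well plates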
# Cardio protect – cardioprotection against H2O2-induced cell death, primary screen, uHTS, H9c2 cells, ATPLite luminescence; H9c2 cardiomyocytes, H2O2 injury protection, 2 h; protection from H2O2 cell death, % at 20 µM; 360,000 compounds, 0.63% hits; AID 588492, 2011;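 active = compounds giving at least 50% protection of heart cells from peroxide-induced death in the single-dose screen, raw or plate-pattern-corrected value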;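 note: 0% = DMSO wells with peroxide and 100% = DMSO wells without peroxide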
# NR2E3 ag-2 – NR2E3 agonists in two-hybrid cells, primary screen, cell-based, luminescence, CHO-S, Gal4-NCOR/VP16-NR2E3; luciferase; AID 602229, 2012; 360,000 compounds, 0.35% hits; Photoreceptor-specific nuclear receptor (Homo sapiens), Q9Y5X4; inhibition of corepressor binding, % at 3.98 µM;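 active = inhibition above the mean of all tested compounds plus 3 SD, cut at about 70% in these data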;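 note: 0% = DMSO with NR2E3 transfected cells and 100% = cells lacking NR2E3 construct; higher means lower luciferase signal from less NR2E3 corepressor binding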
# MITF TRPM1 inh – inhibitors of MITF-dependent TRPM1 promoter reporter, primary screen, cell-based, SK-MEL-5, single point, luciferase | inhibition, % at 12.5 µM | SK-MEL-5 TRPM1 promoter luciferase, 24 h | 330,000 compounds, 0.83% hits | AID 488899, 2010;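 active = mean inhibition across replicates of 60% or more, whatever share of single replicates reaches that level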; note: values of inactives mirror those of a sister screen read the other way
# HIF-2a inh – HIF-2a reporter inhibitors, primary screen, luminescence, 786-0 RCC cells; AID 624352, 2012; 786-0 RCC cells HIF-2a reporter, luciferase luminescence, overnight; 360,000 compounds, 0.72% hits; inhibition, % at 18.8 µM;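 active = inhibition of the luminescence signal of 40% or more relative to plate controls, in a single-dose primary screen at 18.75 µM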
# hiPSC survival – enhancers of single-cell hiPSC survival, primary screen, ATPlite luminescence. 100% = ROCK inhibitor wells, 0% = DMSO. survival enhancement, % at 20 µM. 360,000 compounds, 0.044% hits. AID 602274, 2012; in the data active = survival enhancement above about 18%;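 note: cells exposed to compounds for 16 hours before the ATP read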
# Peg3 prom inh – Peg3 promoter-driven luciferase inhibitors, primary screen, cell-based, HeLa, luciferase luminescence; HeLa PEG-Prom luciferase reporter, overnight; 360,000 compounds, 1.7% hits; inhibition, % at 20 µM;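 active = inhibition of at least 50% at 20 µM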
# Shn3 inh set2 – reduction of Shn3 3'UTR firefly luciferase signal, primary screen, Schnurri-3 inhibitor project, cell-based, Clone20 osteoblasts, set 2; Clone20 osteoblast Shn3 3'UTR firefly luciferase, 24 h; 360,000 compounds, 0.52% hits; inhibition, % at 12.5 µM;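 active = mean inhibition of at least 75% with every replicate also reaching 75%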;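 note: 0% = median of neutral control wells and 100% = pilot-screen positive control compound; some compounds past the cut are filed as inactive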
# HTR2A ag – mouse Htr2a agonists via beta-arrestin recruitment, primary screen, cell-based, luminescence; activation, % at 7.6 µM; 5-hydroxytryptamine receptor 2A (Mus musculus), P35363; CHO-K1 mHTR2A beta-arrestin complementation; percent of 30 µM serotonin response; 360,000 compounds, 0.66% hits;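 active = activation above a run cutoff, the mean activation of all tested compounds plus 3 SD, cut at about 14% in these data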;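 note: 0% = plate median of compound wells and 100% = 30 µM serotonin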
# PDI turbidity – inhibitors of human PDI, primary screen, biochemical, turbidity, single point, plate reader; Protein disulfide-isomerase (Homo sapiens), P07237; PDI insulin aggregation turbidity, A650, 90 min; inhibition, % at 10 µM; 350,000 compounds, 0.052% hits;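 active = mean inhibition across replicates of 30% or more, whatever share of single replicates reach that level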;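 note: absorbance from insulin aggregation driven by PDI reduction with DTT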
# Target sequence (P07237 whole entry, looked up): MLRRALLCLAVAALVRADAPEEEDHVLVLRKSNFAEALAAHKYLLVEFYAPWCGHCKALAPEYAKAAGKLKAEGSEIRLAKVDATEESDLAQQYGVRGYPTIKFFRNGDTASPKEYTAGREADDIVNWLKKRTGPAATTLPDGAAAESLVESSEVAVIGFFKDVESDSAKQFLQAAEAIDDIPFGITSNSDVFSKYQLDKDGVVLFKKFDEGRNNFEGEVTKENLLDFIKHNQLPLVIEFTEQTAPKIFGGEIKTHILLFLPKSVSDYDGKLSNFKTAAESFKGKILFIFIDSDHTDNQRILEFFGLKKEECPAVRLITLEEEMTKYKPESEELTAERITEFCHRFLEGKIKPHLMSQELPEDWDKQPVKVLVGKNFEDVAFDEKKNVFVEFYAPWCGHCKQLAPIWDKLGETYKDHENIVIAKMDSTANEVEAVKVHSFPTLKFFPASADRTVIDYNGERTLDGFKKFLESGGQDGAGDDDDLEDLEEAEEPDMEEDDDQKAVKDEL
# CaV13 ICDI inh – Primary screen for inhibitors of IQ motif and Ca2+-dependent inactivation inhibitor domain binding in CACNA1D, Förster resonance energy transfer in living cells, …; HEK cells, CFP/YFP FRET ICDI-IQ, plate reader, 10 min; percent FRET-ratio fall versus neutral wells; inhibition, % at 12.3 µM; 340,000 compounds, 0.098% hits; AID 743397;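 active = mean replicate inhibition of at least 30% and at least 1% of replicates passing that level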;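 note: 0% = median of the neutral control wells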
# An asterisk follows results filed as active; . = no result given.
SMILES,NR2E3 ag-1,Cardio protect,NR2E3 ag-2,MITF TRPM1 inh,HIF-2a inh,hiPSC survival,Peg3 prom inh,Shn3 inh set2,HTR2A ag,PDI turbidity,CaV13 ICDI inh
Cc1ccc(C)c(Sc2ccc(S(=O)(=O)Nc3ccc(C(=O)O)cc3)cc2)c1,5.2,8.7,-1.1,-3.1,2.5,0.0,12.5,-6.6,10.3,3.7,-5.3
Cc1cc(C)c2cc(CN(CCO)C(=O)Nc3ccc(F)cc3)c(=O)[nH]c2c1,0.9,3.5,2.7,9.1,24.9,-1.1,24.0,1.1,4.0,17.3,.
COC(=O)c1cc[n+](CC(=O)c2ccccc2)cc1,-1.0,12.3,-23.7,0.5,-4.4,3.3,-9.4,-10.4,2.2,-7.1,.
CN1CCN(/N=C/c2nc(-c3ccccc3Cl)n3ccccc23)CC1,1.1,9.0,10.0,14.3,-19.5,3.5,-8.8,-2.3,-0.6,16.1,-15.4
Cc1ccnc(NC(=O)c2ccc3c(c2)C(=O)N(CC2CCCO2)C3=O)c1 (stereo unspecified),-2.9,-4.7,-14.8,-13.0,-18.3,-2.5,6.7,7.0,-0.3,-4.6,-2.2
CCN(CC)S(=O)(=O)c1ccc(-c2nnc(SCC(=O)N3c4ccccc4CC3C)n2CC)cc1 (stereo unspecified),2.9,-1.9,-11.6,10.1,20.6,2.5,33.5,39.2,0.9,1.7,-18.4
Cc1ccc(NC2=C/C(=N/S(=O)(=O)c3cccs3)c3ccccc3C2=O)cc1C,0.6,-15.2,-19.6,-22.4,-40.0,-1.4,-63.7,-4.7,4.1,-2.9,-10.3
O=C(c1ccccc1S(=O)(=O)NCC(O)COc1ccc([N+](=O)[O-])cc1)N1CCCCC1 (stereo unspecified),1.4,11.8,-15.7,5.3,5.8,-4.2,6.7,21.1,-3.5,-1.0,-5.5
CC(C)CC(=O)NCCCCc1ccccc1,-4.6,5.2,-7.2,-8.3,-5.9,-1.9,-20.2,-5.3,2.8,10.2,-3.8
CCCn1nnnc1NCc1ccc(OC)cc1OC,3.0,1.3,-1.0,0.4,12.0,-0.6,-0.8,-1.8,-1.4,-5.0,-20.2
CCS(=O)(=O)N1CCCC(C(=O)NCC2CCCO2)C1 (stereo unspecified),-1.3,-6.2,9.7,-1.3,12.2,-1.7,3.8,-21.0,1.6,0.3,.
COc1cccc(/C=N/NC(=O)c2nnn(-c3nonc3N)c2C(C)C)c1OCc1ccc(F)cc1,1.2,12.0,4.2,3.7,-13.7,-0.3,8.1,2.3,-3.4,14.3,.
CCCOP(=O)(c1ccc(N(C)C)cc1)C(O)c1cc(OC)ccc1OC (stereo unspecified),1.5,-2.4,-15.9,0.1,6.4,0.2,11.5,-1.6,-0.2,2.9,-4.2
COc1cccc(NC(=O)CN(C)CC(=O)Nc2ccc(Br)cc2)c1,0.4,-4.1,-16.4,-3.4,10.9,-0.3,11.8,-11.5,2.6,-5.8,-6.6
O=C(O)CCCCOn1ccnc1,3.0,4.2,-10.1,2.7,13.7,-1.3,-1.8,-13.6,0.9,-0.6,-4.7
O=[N+]([O-])c1ccc(N2CCSCC2)cc1,3.3,5.8,-0.7,1.6,-64.7,1.5,-14.9,2.1,0.8,-16.9,-6.3
COc1ccccc1C1=NOC(COC(=O)c2ccc(Br)cc2)C1 (stereo unspecified),4.6,-20.3,5.1,3.7,-12.9,1.9,-6.9,6.0,-1.5,-19.5,-17.9
O=C(Nc1ccccc1)N(CCN1CCOCC1)Cc1ccccc1F,-0.4,8.2,-24.9,-16.5,-77.1,-1.6,-32.2,-10.8,1.9,-7.8,-6.7
Cc1nn(-c2ccccc2)c(C)c1C(=O)OCC(=O)N(C)c1ccccc1,-0.3,0.7,5.5,-9.8,-21.1,0.5,-5.0,3.4,-2.4,0.2,-13.7
Cn1nc(C(=O)Nc2ccc(S(=O)(=O)N3CCCC3)cc2)ccc1=O,-1.7,1.1,-6.6,2.0,14.3,-0.7,11.8,-5.3,-1.8,0.1,1.4
COc1cc(NC(=O)CCc2c(C)nn(-c3ccc(N4CCOCC4)nn3)c2C)cc(OC)c1OC,0.5,-2.0,-2.6,-6.9,-11.7,-0.4,-10.9,8.9,7.4,-1.3,-5.4
COc1ccc(CNC(=O)COC(=O)c2sccc2C)cc1OC,.,-6.2,-4.7,5.7,-10.1,-1.7,-21.0,-1.5,-1.0,10.7,-2.2
Cc1cccc(-c2nc3cc(NC(=O)C4CCCO4)ccc3o2)c1 (stereo unspecified),4.2,-23.4,-125.3,-7.3,-46.9,-3.2,-79.2,-11.7,2.9,-7.9,-2.2
COC(=O)Cn1c(=O)c(=O)n(CC(=O)OC)c2ccccc21,0.4,8.4,-7.0,6.2,13.8,1.1,4.9,4.9,-0.8,2.0,-8.6
O=C(CCNc1n[nH]c(=O)[nH]c1=O)N/N=C/c1ccc(C(F)(F)F)cc1,-3.5,-4.2,-9.7,8.4,13.9,-0.1,4.0,-4.4,-3.0,10.7,7.8
O=S(=O)(c1ccc(Cl)nc1)N1CCc2ccccc21,0.1,-3.0,10.9,-4.6,-2.6,-0.4,9.1,9.8,4.5,-3.1,-5.1
O=C(Nc1ccccc1N1CCCC1)C1CCN(S(=O)(=O)c2ccc(F)cc2)CC1,-2.8,4.6,-2.5,-2.3,6.0,-0.4,-3.2,12.0,12.1,2.8,-14.1
Cc1ccc(N(CC(=O)NCc2ccc(F)cc2)C(=O)c2ccco2)cc1C,9.2,0.3,7.3,5.3,16.5,0.1,2.1,7.0,2.7,-5.0,-3.9
COC(=O)Nc1ccc(S(=O)(=O)N2c3ccccc3CCC2C)cc1 (stereo unspecified),-1.0,-10.5,-76.5,5.1,24.2,-0.5,49.1,0.9,-4.6,3.4,.
CCCCc1nnc(NC(=O)CSCc2cc(=O)n3cc(C)sc3n2)s1,0.5,-0.8,-13.5,-5.4,4.2,0.3,-5.2,-15.6,2.8,1.2,-13.4
O=C(CSc1nnc(-c2ccncc2)n1Cc1ccco1)Nc1nc(-c2ccccc2)cs1,3.9,-26.2,19.0,28.9,2.0,-1.8,21.6,44.9,-0.1,-4.8,-4.2
O=C(CSc1nnnn1-c1ccccc1)N1CCCc2ccccc21,4.2,13.7,1.7,-1.0,-5.1,3.8,10.1,4.9,-3.0,-4.9,-4.3
COc1ccc(C2=NN(S(=O)(=O)c3ccccc3)C(c3ccccc3)C2)cc1 (stereo unspecified),0.1,-3.9,-30.2,-1.7,-16.4,-0.2,-2.5,.,-0.1,1.0,-3.8
COc1ccc(/C(C)=N/NC(=O)c2ccc3nc[nH]c3c2)cc1,-4.1,-4.2,-18.0,-7.5,20.1,0.5,-2.2,-7.9,6.8,2.2,-7.0
COc1ccc(C(CCNCc2ccc(OC(C)C)cc2)C(C)C)cc1 (stereo unspecified),-2.3,-16.3,33.3,.,-1.6,-0.6,49.2,70.1,-4.3,3.0,-16.9
O=C(Nc1ccc(Cl)cc1)C1CC(=O)n2c(nc3ccccc32)N1 (stereo unspecified),3.1,11.1,-9.9,-4.7,17.1,-0.8,2.5,-5.8,-1.0,-4.4,.
CCOC(=O)c1c(C2COc3ccccc3O2)csc1NC(=O)c1ccco1 (stereo unspecified),3.6,-5.9,-10.5,-15.4,8.6,2.2,10.8,-3.8,-2.1,6.7,-3.7
COc1cccc(/C=C2\SC(=O)N(CCC(=O)N3CCC(C(=O)O)CC3)C2=O)c1,1.8,-2.7,-44.5,10.6,11.7,-0.4,-13.1,-7.1,2.8,11.9,-3.6
O=C(CCS(=O)(=O)Cc1ccccc1)N1CCN(c2ccccc2)CC1,0.3,6.3,18.9,7.2,12.3,-2.4,2.2,4.3,-1.7,1.8,-4.0
CC(Sc1ccsc1[N+](=O)[O-])C(=O)N1CCN(c2ccccn2)CC1 (stereo unspecified),2.4,-0.4,-9.9,18.0,5.5,0.2,0.7,68.7,-1.4,12.2,-11.9
COc1ccc(CCNS(=O)(=O)c2cccc3cccnc23)cc1OC,1.9,-0.7,-9.1,4.3,7.0,0.1,4.9,-8.8,2.6,-6.6,4.8
Cc1ccc(C)c(C(=O)Nc2ccncc2)c1,-0.8,-3.7,-0.1,1.9,20.3,0.9,6.0,3.3,5.7,5.8,-4.6
CCOc1ccc(-n2cc(-c3ccccc3)c3c(SC(C)C(=O)OC)ncnc32)cc1 (stereo unspecified),-2.4,-10.9,-42.1,-8.8,21.4,2.8,20.2,17.7,2.5,-21.2,-18.8
COc1ccc(-c2ccc(C(=O)NCC3CC3)c3occc23)c(C)c1,.,-8.6,-16.1,.,-83.2,8.7,-50.2,0.8,8.5,-1.9,-5.8
Cc1cc(C)c(OCC(=O)NCC(c2ccco2)N2CCCCC2)c(C)c1 (stereo unspecified),0.2,-3.1,-13.7,4.9,7.5,-0.4,-31.6,2.9,-7.5,-0.9,-5.0
O=C1c2ccccc2C(=O)C1c1ccccc1,2.8,1.5,-11.7,-8.6,7.0,-1.9,16.8,3.2,4.5,-10.8,-4.3
CCCCN(C)CC(O)Cn1cc(/C=C/C(=O)c2cccs2)c2ccccc21 (stereo unspecified),2.0,-2.3,-8.7,90.4*,-28.3,-4.3,43.7,-15.2,-6.8,6.2,.
CC(C)COc1ccc(C(=O)N(Cc2ccco2)C2CCS(=O)(=O)C2)cc1 (stereo unspecified),-0.8,-17.6,16.7,-6.7,13.3,-0.9,7.7,6.7,1.9,-3.1,.
Brc1cccc(-c2nnc3sc(CNC4CCCC4)cn23)c1,2.6,-16.3,15.9,-11.5,7.8,0.6,16.2,-11.1,1.6,-11.1,-5.4
COc1ccccc1-c1n[nH]c(=S)o1,4.6,-10.1,-7.2,15.3,2.4,-3.2,13.5,-6.1,0.0,-6.7,.
Cc1ccc(C)c(N(C(=O)c2snc(C(N)=O)c2N)C(C(=O)NCC2CCCO2)c2ccc(C)o2)c1 (stereo unspecified),-4.5,-5.1,-12.8,25.3,11.1,-0.5,7.1,16.7,-1.1,7.6,-6.9

# Assay outcomes deposited in PubChem BioAssay by several laboratories.
